APEX1 inh: qHTS Assay for Inhibitors of the Human Apurinic/apyrimidinic Endonuclease 1 (APE1); actives 0.35% (n = 350,000); Potency, µM (titrated, usually from 65.8 µM), inactives show at the highest dose activity change, negative = inhibition, actives largely listed as inhibitors; recombinant APE1, TAMRA/BHQ-2 abasic DNA cleavage fluorescence;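 further: potency means the concentration at half of the fitted maximal effect; plate controls were vehicle for no effect and reference inhibitor for full effect; nearly all actives have a fitted effect of over 55% in size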
Target sequence (P27695 whole entry, looked up): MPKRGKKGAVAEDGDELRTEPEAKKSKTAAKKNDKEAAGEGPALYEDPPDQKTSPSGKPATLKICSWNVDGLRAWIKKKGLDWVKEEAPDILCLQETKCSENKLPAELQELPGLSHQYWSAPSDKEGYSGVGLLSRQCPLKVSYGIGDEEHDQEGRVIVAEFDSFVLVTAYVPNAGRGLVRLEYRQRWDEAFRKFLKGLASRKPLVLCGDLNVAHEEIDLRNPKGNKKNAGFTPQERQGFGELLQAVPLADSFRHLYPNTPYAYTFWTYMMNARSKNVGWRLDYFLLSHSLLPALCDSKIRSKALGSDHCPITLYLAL
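Compound pre-exposure to 0.75 nM APE1, 15 min at ambient temperature. Reaction initiated with 50 nM TAMRA/BHQ-2 THF substrate, read immediately in kinetic mode, 525 nm excitation, 598 nm emission.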
LDHA block: qHTS assay for inhibitors of human lactate dehydrogenase; activity change, % (values are at about 110 or 230 µM); L-lactate dehydrogenase A chain (Homo sapiens), P00338; AID 1347041, 2019; purified LDHA, NADH/diaphorase-resazurin fluorescence; stronger effect = lower value; actives 0.15% (n = 480,000); in the data active means activity change below about -30%; inconclusive means mostly about -25% to -30%;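 further: plate controls were DMSO wells for no effect and wells without enzyme for full effect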
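Human LDH5 (2 nM) was incubated with 0.06 mM NADH and 0.2 mM pyruvate for 5 min at room temperature in Tris pH 7.4. Remaining NADH was coupled through diaphorase/resazurin, and resorufin fluorescence was read at 0 and 20 min.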
RGS4 inh: Inhibitors of Regulator of G Protein Signaling (RGS) 4: qHTS; Regulator of G-protein signaling 4 (Homo sapiens), P49798; Transcreener GDP fluorescence polarization, RGS4-accelerated GTP hydrolysis; Potency, µM (titrated, usually from 114 µM), without a hit: top-dose activity change, negative = inhibition, usual class: inhibitors; actives 0.039% (n = 390,000); further: potency means the concentration at half of the fitted maximal effect; on the % scale 0 is the no-effect control and ±100 the full control effect; nearly all actives have a fitted effect of over 75% in size; some results filed as inactive show a strong effect at the top dose
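MLSMR compounds (23 nl, pin-transferred) preincubated 10 min at room temperature with a 500nM (2x) first reagent, then RGS4 at 900nM (2x) plus Transcreener GDP mix added; fluorescence polarization (620/688 nm) read before and after 90 min at 30 °C.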
Anesthetic bind: qHTS Assay for Identification of Novel General Anesthetics; Potency, µM (highest dose often 77.5 µM), for the others: top-dose activity change, negative = displacement, actives largely listed as inhibitors; actives 0.074% (n = 350,000); apoferritin/1-aminoanthracene competitive binding, fluorescence; Ferritin light chain (Equus caballus), P02791; further: potency means the concentration at half of the fitted maximal effect; on the % scale 0 is the no-effect control and ±100 the full control effect; nearly all actives have a fitted effect of over 20% in size
Target sequence (P02791 2-175 limits assumed): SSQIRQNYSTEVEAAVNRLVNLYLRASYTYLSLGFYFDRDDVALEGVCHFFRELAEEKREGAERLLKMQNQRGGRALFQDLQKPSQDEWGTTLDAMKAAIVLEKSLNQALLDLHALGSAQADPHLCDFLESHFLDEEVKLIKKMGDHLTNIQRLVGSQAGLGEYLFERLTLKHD
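10 uM apoferritin + 50% sat. 1-AMA, PBS; cpd 10 min RT; Ex380/Em535 endpoint; normalized to free probe vs complex; 4-param Hill fit; propofol titration as pos. ctrl.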
ALOX12 inh: Primary qHTS assay for inhibitors of human arachidonate 12S-lipoxygenase (ALOX12): Round 2. purified 12hLO, xylenol orange hydroperoxide absorbance. actives 1.1% (n = 580,000). Polyunsaturated fatty acid lipoxygenase ALOX12 (Homo sapiens), P18054. Potency, µM (doses to about 108 µM), without a hit: top-dose activity change, negative = inhibition, actives largely listed as inhibitors. AID 1671190, 2021; further: potency means the concentration at half of the fitted maximal effect; on the % scale 0 is the no-effect control and ±100 the full control effect
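Purified human 12hLO at 150 nM in 25 mM Hepes, 0.01% Triton X-100, pH 7.0, preincubated 15 min at room temperature with compound. Reaction started with 40 uM arachidonic acid, 30 min at room temperature. Hydroperoxide measured by Fe-xylenol orange, 573/405 nm absorbance ratio.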
Pol eta inh: qHTS for Inhibitors of Polymerase Eta; DNA polymerase eta (Homo sapiens), Q9Y253; recombinant Pol eta, fluorescent DNA replication assay; Potency, µM (doses to about 114 µM), for the others: top-dose activity change, negative = inhibition, usual class: inhibitors; actives 1.2% (n = 390,000); AID 588591, 2011; further: potency means the concentration at half of the fitted maximal effect; on the % scale 0 is the no-effect control and ±100 the full control effect
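Fluorescent replication assay: 50 nM final substrate added after a 15 min room-temperature compound preincubation with 10 nM enzyme. Signal taken at 0 min and again at 10 min.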
ERG-DNA inh: qHTS for Small Molecule Inhibitors of the ERG Ets/DNA interaction. Transcriptional regulator ERG (Homo sapiens), P11308. fluorescence polarization, His-ERG Ets domain / labelled DNA. Potency, µM (series often up to 76.9 µM), for the others: top-dose FP activity, negative = inhibition, usual class: inhibitors. actives 0.028% (n = 370,000). AID 624246, 2012; active means well fitted inhibition curve with a large enough effect in the polarisation, with a control signal flat; inconclusive means small, poorly fitted or top-dose-only effect, or effect the other way, or a change in a side signal; inactive means no such curve, though single readings can be large or run the other way; the % refers to the polarisation;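 further: polarization taken with two DNA probes labelled with fluorescein and Texas red; potency means the concentration at half of the fitted maximal effect; % of control where 0% means no effect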
Target sequence (P11308 whole entry, looked up, the tested form may be a part): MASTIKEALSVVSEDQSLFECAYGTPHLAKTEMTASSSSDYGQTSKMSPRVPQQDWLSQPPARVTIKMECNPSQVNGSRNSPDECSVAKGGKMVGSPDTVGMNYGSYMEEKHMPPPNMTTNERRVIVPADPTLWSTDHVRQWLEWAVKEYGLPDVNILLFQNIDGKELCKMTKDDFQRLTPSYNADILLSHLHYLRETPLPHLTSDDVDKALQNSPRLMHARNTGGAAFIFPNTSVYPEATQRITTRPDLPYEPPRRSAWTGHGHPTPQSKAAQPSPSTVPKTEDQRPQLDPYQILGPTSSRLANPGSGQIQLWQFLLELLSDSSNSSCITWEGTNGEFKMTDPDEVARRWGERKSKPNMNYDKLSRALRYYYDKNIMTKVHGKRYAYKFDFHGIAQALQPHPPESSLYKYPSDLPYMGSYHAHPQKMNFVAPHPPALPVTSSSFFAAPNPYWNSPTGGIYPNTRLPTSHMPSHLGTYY
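His-tagged ERG Ets domain (1 uM in the protein solution; 300mM KCl, 50mM Tris-HCl, 1mM EDTA, 1mM DTT, pH 7.5) received compound, then a probe mix of 5 nM fluorescein-DNA and 100nM Texas-615-DNA. Fluorescence polarization was read for both dyes.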
POLK inh: qHTS for Inhibitors of Polymerase Kappa; purified Pol kappa, fluorescent DNA synthesis assay, 10 min; Potency, µM (titrated, usually from 107 µM), without a hit: at the top dose activity, negative = inhibition, usual class: inhibitors; actives 0.53% (n = 400,000); further: potency means the concentration at half of the fitted maximal effect; on the % scale 0 is the no-effect control and ±100 the full control effect
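Readout: fluorescence, taken kinetically at 0 and 10 min. Conditions: 10 nM Pol kappa, 15 min RT compound preincubation, 50 nM substrate final. Controls: enzyme-free buffer wells.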
Pol beta inh: qHTS Assay for Inhibitors of DNA Polymerase Beta | P06746 | Pol beta primer extension/strand displacement, fluorescence kinetic | Potency, µM (doses to about 114 µM), for the others: at the highest dose activity change, negative = inhibition, most hits filed as inhibitors | actives 1.3% (n = 340,000) | AID 485314, 2010; further: potency means the concentration at half of the fitted maximal effect; on the % scale 0 is the no-effect control and ±100 the full control effect
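Pol beta (10 nM) and compounds were preincubated 15 min at room temperature, then 50 nM substrate (final) started primer extension/strand displacement. Reads were taken at 0 and 10 min; concentration-response data were fitted to a four-parameter Hill equation.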
Starred values were filed as active, the others as inactive; & = joins results of further samples; [ ] = dose if it differs, or a comment. Unless noted, the call rests on the fitted dose curve; in most records, active means well fitted curve in the direction sought with a large enough effect; inconclusive means small, poorly fitted or top-dose-only effect, or another doubt; inactive means no such curve, though single readings can be large; an effect the other way counts as inactive or inconclusive. The list is partial; the hit share may differ from the screen's.

Screening N=c1oc2cc(O)ccc2cc1C(=O)Nc1nc2ccccc2s1 returned APEX1 inh 1%, LDHA block -12, RGS4 inh -18%, ALOX12 inh -24%, Pol eta inh inconclusive, POLK inh -5% and Pol beta inh 3%.
For Cc1ccc(OCC(=O)N/N=C/C=C/c2ccco2)c(Br)c1 the results were APEX1 inh -8%, LDHA block -6, RGS4 inh inconclusive, Anesthetic bind inconclusive, ALOX12 inh 40µM*, Pol eta inh -6%, ERG-DNA inh 2%, POLK inh 79µM* and Pol beta inh -23%.
COc1ccccc1C(=O)Nc1nnc(SCC(=O)NCC2CCCO2)s1 (centres undefined) was read as APEX1 inh 7%, LDHA block -1, RGS4 inh -2%, Anesthetic bind -8%, ALOX12 inh 4%, Pol eta inh -10%, ERG-DNA inh 4%, POLK inh 8% and Pol beta inh 11%.
`COc1ccc(Cn2c(=O)[nH]c3cc(C(=O)N4CCN(c5cccc(Cl)c5)CC4)ccc3c2=O)cc1` gave LDHA block -16, RGS4 inh 28%, Anesthetic bind -4%, ALOX12 inh -22%, Pol eta inh -11%, ERG-DNA inh 1%, POLK inh -6% and Pol beta inh 58%.
For O=C(N/N=C/c1cc2ccccc2nc1Cl)/C(=C/c1cccs1)NC(=O)c1ccccc1 the results were APEX1 inh -8%, LDHA block -7, RGS4 inh -2%, Anesthetic bind -5%, ALOX12 inh -2%, Pol eta inh 8%, ERG-DNA inh -1%, POLK inh -7% and Pol beta inh 1%.
Screening COc1ccc(C)cc1NC(=O)C1CCCN(S(=O)(=O)c2ccc3[nH]c(=O)ccc3c2)C1 (centres undefined) returned APEX1 inh 67%[activator], LDHA block 1&-5, RGS4 inh -3%&-4%, Anesthetic bind -18%&1%, ALOX12 inh -5%&1%, Pol eta inh -13%&-5%, ERG-DNA inh -13%&2%, POLK inh 4%&-10% and Pol beta inh -9%&30%.
For Cc1ccc(S(=O)(=O)N2CCCN(C(C)c3nc4ccccc4c(=O)[nH]3)CC2)cc1 (centres undefined) the results were APEX1 inh 37%, LDHA block 0, RGS4 inh -19%, ALOX12 inh 141%[activator], Pol eta inh -20%, ERG-DNA inh -6% and POLK inh 12%.
NS(=O)(=O)c1ccc(NC(=S)N2CCc3ccccc32)cc1 was read as APEX1 inh 2%, LDHA block -2, RGS4 inh 28%, Anesthetic bind -10%, ALOX12 inh 14%, Pol eta inh -2%, ERG-DNA inh -2%, POLK inh -8% and Pol beta inh -21%.
COc1ccc(/C=C/C(=O)NC(=S)Nc2ccc(S(=O)(=O)Nc3cc(C)on3)cc2)cc1 was read as APEX1 inh 77%[activator], LDHA block -7, RGS4 inh -34%, Anesthetic bind -11%, ALOX12 inh inconclusive, Pol eta inh inconclusive, ERG-DNA inh 3%, POLK inh -6% and Pol beta inh -15%.
For O=C(N/N=C/c1sc2ccccc2c1O)c1cccc2ccccc12 the results were APEX1 inh inconclusive, LDHA block 2, RGS4 inh -11%, Anesthetic bind -14%, ALOX12 inh inconclusive, Pol eta inh -6%, ERG-DNA inh 24%, POLK inh -14% and Pol beta inh 20%.
For CCn1c(C)nc2cc(C(=O)NNC(=S)Nc3ccccc3)ccc21 the results were APEX1 inh -4%, LDHA block -3, RGS4 inh -13%, Anesthetic bind -3%, ALOX12 inh -1%, Pol eta inh 2%, ERG-DNA inh 0%, POLK inh -10% and Pol beta inh -1%.
Screening Cc1cc2oc(=O)cc(CN3CCCCC3)c2cc1O returned APEX1 inh 26%, LDHA block -4, RGS4 inh 2%, Anesthetic bind -6%, ALOX12 inh 0%, Pol eta inh -10%, ERG-DNA inh -2%, POLK inh -15% and Pol beta inh 42%.
For COc1ccc2[nH]c(=O)c(CN(CCN3CCCC3)C(=O)Nc3ccccc3Cl)cc2c1 the results were APEX1 inh 2%, LDHA block -7, RGS4 inh -13%, Anesthetic bind -6%, ALOX12 inh 0%, Pol eta inh -6%, ERG-DNA inh 3%, POLK inh -14% and Pol beta inh 12%.
For O=S(=O)(c1cccs1)N1CCN(c2ccc(Cl)cc2)CC1 the results were APEX1 inh 0%, LDHA block -2&-7, RGS4 inh 0%&23%, Anesthetic bind -12%&101%, ALOX12 inh 21%&-18%, Pol eta inh -3%&-9%, ERG-DNA inh -7%&4%, POLK inh -18%&-21% and Pol beta inh 23%&-23%.
For COc1ccc(S(=O)(=O)NCCc2ccncc2)cc1 the results were APEX1 inh -10%, LDHA block -2, RGS4 inh 3%, Anesthetic bind -9%, ALOX12 inh 7%, Pol eta inh -14%, ERG-DNA inh 12%, POLK inh -2% and Pol beta inh -1%.
`Cc1ccc(NC(=O)C(=O)NCC2(c3ccccc3)CCCC2)cc1C` gave LDHA block -4, RGS4 inh 8%, Anesthetic bind -8%, ALOX12 inh -11%, Pol eta inh 10%, ERG-DNA inh -1%, POLK inh 3% and Pol beta inh 12%.
For Cc1cccc2c(SCC(=O)NCC3CCCO3)nc(-c3ccc(F)cc3)nc12 (centres undefined) the results were APEX1 inh -8%, LDHA block -3, RGS4 inh 33%, Anesthetic bind -7%, ALOX12 inh 6%, Pol eta inh 3%, POLK inh -10% and Pol beta inh 16%.
CCCCn1c(N)c(N(Cc2ccccc2OC)C(=O)COc2ccc(C)cc2)c(=O)[nH]c1=O was read as APEX1 inh -16%, LDHA block 2, RGS4 inh -9%, ALOX12 inh -6%, Pol eta inh -11%, ERG-DNA inh 0% and POLK inh -7%.
Screening COCc1cccc(NC(=O)Cc2cccc3ccccc23)c1 returned APEX1 inh 3%, LDHA block -11, RGS4 inh 14%, Anesthetic bind -19%, ALOX12 inh -3%, Pol eta inh -8%, ERG-DNA inh 9%, POLK inh 4% and Pol beta inh 3%.
For CCn1c(CNC(=O)c2ccc(OC)cc2)nnc1SCC(=O)Nc1cccc(C)c1 the results were LDHA block -9, RGS4 inh 2%, Anesthetic bind -5%, ALOX12 inh 0%, Pol eta inh -7%, ERG-DNA inh 0%, POLK inh -18% and Pol beta inh -30%.
Screening O=C(CNS(=O)(=O)c1ccc(Br)s1)NCc1ccc2c(c1)OCO2 returned APEX1 inh 11%, LDHA block -4, RGS4 inh 6%, Anesthetic bind -23%, ALOX12 inh -12%, Pol eta inh 3%, ERG-DNA inh 4%, POLK inh -11% and Pol beta inh 7%.
For COc1cc2nc(C3CCC3)n(NC(=O)C3CCC3)c(=O)c2cc1OC the results were APEX1 inh -4%, LDHA block 1, RGS4 inh -50%[56.9 µM], Anesthetic bind -7%, ALOX12 inh 9%, Pol eta inh -9%, ERG-DNA inh 5%, POLK inh -2% and Pol beta inh 18%.
For CCOC(=O)CNC(=S)N(Cc1cccs1)C1CCCC1 the results were APEX1 inh 1%, LDHA block -7, RGS4 inh -6%, Anesthetic bind -5%, ALOX12 inh -5%, Pol eta inh -20%, POLK inh -12% and Pol beta inh 21%.
Cc1cc(C)c(C#N)c(Oc2ccc(O)cc2)n1 was read as APEX1 inh -1%, LDHA block 1, RGS4 inh 4%, Anesthetic bind -3%, ALOX12 inh 1%, Pol eta inh -3%, ERG-DNA inh 15%, POLK inh -3% and Pol beta inh -1%.
For CCc1nc(SCC(=O)c2cccc([N+](=O)[O-])c2)n[nH]1 the results were APEX1 inh 4%, LDHA block -6, RGS4 inh inconclusive, Anesthetic bind 6%, ALOX12 inh -32%, Pol eta inh -11%, ERG-DNA inh 1%, POLK inh -12% and Pol beta inh 7%.
`CCOC(=O)c1c(NC(=O)CSc2cn(CCNC(=O)c3ccccc3F)c3ccccc23)sc2c1CCCC2` gave LDHA block -3, RGS4 inh 10%, Anesthetic bind 59%[activator], ALOX12 inh -8%, Pol eta inh -21%, ERG-DNA inh -22%, POLK inh -15% and Pol beta inh -1%.
Screening CC1=CC(C)(C)N(C(=O)CSc2nnc(-c3ccccc3)o2)c2ccc(C)cc21 returned APEX1 inh 2%, LDHA block 0, RGS4 inh -16%, Anesthetic bind inconclusive, ALOX12 inh 6%, Pol eta inh -15%, POLK inh -7% and Pol beta inh 7%.
COc1cc(NC(=O)c2c(-c3ccccc3Cl)noc2C)c2ncccc2c1 was read as LDHA block 4, RGS4 inh 19%, ALOX12 inh -16%, Pol eta inh -4%, ERG-DNA inh 1% and POLK inh 4%.

Structures listed so far containing fluorine (two):
For Cc1cccc2c(SCC(=O)NCC3CCCO3)nc(-c3ccc(F)cc3)nc12 (centres undefined) the results were APEX1 inh -8%, LDHA block -3, RGS4 inh 33%, Anesthetic bind -7%, ALOX12 inh 6%, Pol eta inh 3%, POLK inh -10% and Pol beta inh 16%.
`CCOC(=O)c1c(NC(=O)CSc2cn(CCNC(=O)c3ccccc3F)c3ccccc23)sc2c1CCCC2` gave LDHA block -3, RGS4 inh 10%, Anesthetic bind 59%[activator], ALOX12 inh -8%, Pol eta inh -21%, ERG-DNA inh -22%, POLK inh -15% and Pol beta inh -1%.
